Vif-A3G inh: inhibitors of Vif-APOBEC3G interaction; Q9HC16; HeLa A3G-eYFP + Vif (tagged APOBEC3G with the HIV-1 protein that degrades it), YFP fluorescence, overnight; 410,000 tested, 0.076% active; AID 602310; Potency, µM (doses to about 46.1 µM), inactives show at the highest dose activity, negative = active, actives largely listed as inhibitors;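 also: potency is read from the fitted curve at half-maximal effect; % is scaled to controls: 0 for no effect and ±100 for the full control effect; nearly all actives have a fitted effect of over 60% in size; hits raise eYFP signal because A3G escapes Vif-driven loss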
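Read-out is eYFP fluorescence (Ex 488/Em 500-530) from Vif-expressing HeLa A3G-eYFP cells; more signal means A3G escaped Vif-mediated degradation. Cells plated overnight, compound pinned in, incubated overnight at 37 deg C.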
D1 antag: blocks dopamine activation of the human D1 receptor | P21728 | HEK293 TREx D1 cells, calcium flux, dopamine EC80; hits give low values | activity change, negative = inhibition, % at 10 µM | 360,000 tested, 3.2% active | AID 504652; in the data active = activity change below about -30%; also: % is scaled to controls: 0 for no effect and ±100 for the full control effect
Target sequence (P21728 whole entry, looked up): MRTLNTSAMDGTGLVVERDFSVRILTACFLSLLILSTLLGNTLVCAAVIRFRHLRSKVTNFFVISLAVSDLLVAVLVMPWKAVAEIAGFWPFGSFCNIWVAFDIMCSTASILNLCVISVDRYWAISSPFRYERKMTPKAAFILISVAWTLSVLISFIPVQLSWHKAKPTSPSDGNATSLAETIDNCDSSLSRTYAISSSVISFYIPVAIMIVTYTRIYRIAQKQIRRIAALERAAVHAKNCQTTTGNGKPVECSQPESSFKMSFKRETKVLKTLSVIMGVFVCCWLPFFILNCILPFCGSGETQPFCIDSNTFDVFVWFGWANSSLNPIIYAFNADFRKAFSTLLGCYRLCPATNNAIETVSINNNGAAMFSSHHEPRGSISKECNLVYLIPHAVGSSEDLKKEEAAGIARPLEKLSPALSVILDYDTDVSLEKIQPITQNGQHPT
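Using tetracycline-induced force-coupled D1 Hek293 cells and a calcium dye, signals were followed for 180 s after compound, then for 180 s after EC80 dopamine, to detect inhibitors.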
D1 ag: agonists of human D1 dopamine receptor; activation, % at 2 µM; HEK293 T-REx D1 cells, calcium flux, agonist mode; 360,000 tested, 1% active; in the data active = activation above about 30%; also: 0% is about no effect
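Agonism was scored from calcium flux recorded over 180 s (1 read/s) after pintool compound addition, following a 10-cycle baseline. Cells were inducible force-coupled HEK293 TREx D1, plated overnight at 30 C and loaded with no-wash calcium dye.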
RXFP1 ag: agonists of human relaxin receptor RXFP1 | Q9HBX9 | HEK293T-RXFP1 cAMP TR-FRET, 30 min; response scale: percent of porcine relaxin response, buffer zero | Potency, µM (doses to about 57.5 µM), without a hit: top-dose activation, hits mostly activators | 370,000 tested, 0.3% active | AID 2676; also: potency is read from the fitted curve at half-maximal effect; % is scaled to controls: 0 for no effect and ±100 for the full control effect; nearly all actives have a fitted effect of over 60% in size; many of its hits are not listed in these tables
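cAMP rise read by TR-FRET after 30 min, 37C compound exposure (up to 58 uM) in RXFP1-transfected HEK293 cells with Ro 20174 present. EC50 from Hill-equation fits, with 29 nM porcine relaxin as 100% and buffer as basal.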
Glioma ERSR ind: induces the endoplasmic reticulum stress response in human glioma cells. U87-MG GRP78 promoter luciferase reporter, 16 h. 420,000 tested, 0.02% active. Potency, µM, without a hit: top-dose activation, usual class: activators; also: potency is read from the fitted curve at half-maximal effect; series mostly up to about 76 µM; % of control where 0% means no effect; nearly all actives have a fitted effect of over 35% in size
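ERSR induction read as luciferase luminescence (Bright-Glo, 10 min at room temperature) in stably transfected human U87-MG glioma cells exposed to compounds for 16 h, using GRP78 as sensor.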
Vif-A3F inh: Vif-A3F binding inhibition | Potency, µM (series often up to 46.1 µM), inactives show at the highest dose activity, negative = active | 390,000 tested, 0.2% active | HeLa A3F-eYFP + Vif (tagged APOBEC3F with the HIV-1 protein that degrades it), YFP fluorescence increase; also: potency is read from the fitted curve at half-maximal effect; % of control where 0% means no effect; nearly all actives have a fitted effect of over 65% in size
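Fluorescence increase (Ex 488/Em 500-530) after overnight compound treatment at 37 deg C flags inhibition of Vif-driven A3F-eYFP loss in stable HeLa A3F-eYFP/Vif cells seeded overnight beforehand.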
RXFP1 antagonist: blocks the human relaxin receptor RXFP1; Q9HBX9; 350,000 tested, 0.59% active; HEK293-RXFP1, relaxin-stimulated cAMP HTRF, 30 min; hits give low values; activity change, negative = inhibition, % at 57.5 µM;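 active = activity change of -60% or lower, but not beyond a set lower limit; inconclusive = change between -60% and -40%, or beyond the set limit; inactive = change above -40%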; also: % is scaled to controls: 0 for no effect and ±100 for the full control effect
D1 potentiator: potentiators of human D1 dopamine receptor. P21728. HEK293 TREx D1 cells, calcium flux, dopamine EC20 potentiation. potentiation, % at 10 µM. 360,000 tested, 0.036% active. AID 504651; in the data active = potentiation above about 30%; also: 0% is about no effect
D2 potentiator: positively modulates the human D2 dopamine receptor allosterically. P14416. HEK293 T-REx D2, calcium flux, EC20 dopamine potentiation. potentiation, % at 10 µM. 340,000 tested, 0.34% active;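 active = potentiation over 3 SD above the plate norm, cut at about 30% in these data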; also: 0% is about no effect
Target sequence (P14416 whole entry, looked up): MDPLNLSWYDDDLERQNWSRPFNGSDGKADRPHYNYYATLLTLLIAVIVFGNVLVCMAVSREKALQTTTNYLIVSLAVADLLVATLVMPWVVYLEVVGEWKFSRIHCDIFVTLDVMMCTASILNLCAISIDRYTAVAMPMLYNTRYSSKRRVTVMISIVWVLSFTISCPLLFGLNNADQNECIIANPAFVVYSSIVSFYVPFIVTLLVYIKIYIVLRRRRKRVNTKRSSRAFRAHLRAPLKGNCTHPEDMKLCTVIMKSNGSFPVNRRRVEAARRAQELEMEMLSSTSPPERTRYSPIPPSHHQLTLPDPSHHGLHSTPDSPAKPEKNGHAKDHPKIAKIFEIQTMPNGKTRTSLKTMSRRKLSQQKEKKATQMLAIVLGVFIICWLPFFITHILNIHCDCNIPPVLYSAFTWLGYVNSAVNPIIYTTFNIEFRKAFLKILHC
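Calcium flux readout, no-wash dye, 1 read/s. Inducible HEK293 Trex D2 line, overnight 30 C. Compound alone 180 s (agonist flags), then EC20 dopamine, another 180 s to score potentiation.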
Starred values were filed as active, the others as inactive; ? = inconclusive; nt = no result given. Unless noted, calls follow the shape of the dose curve; as a rule, active = well fitted curve in the direction sought with a large enough effect; inconclusive = small, poorly fitted or top-dose-only effect, or another doubt; inactive = no such curve, though single readings can be large; an effect the other way counts as inactive or inconclusive. Some of the compounds tested; count on the stated rates, not on these rows.

SMILES	Vif-A3G inh	D1 antag	D1 ag	RXFP1 ag	Glioma ERSR ind	Vif-A3F inh	RXFP1 antagonist	D1 potentiator	D2 potentiator
CSc1ccc(-c2nc3cnccn3c2Nc2ccc3c(c2)OCO3)cc1	-21.0%	17.0	1.9	1.1%	-2.4%	4.7%	-1.9	-8.2	-12.0
CCn1nc(NS(=O)(=O)c2ccc([N+](=O)[O-])cc2)c2cc3cccc(C)c3nc21	-4.9%	-6.4	3.8	-0.1%	3.7%	1.2%	7.8	-2.0	-6.2
Cc1csc(CN(C)C(=O)CC2C(=O)NCCN2Cc2ccc(F)cc2Cl)n1 (configuration not stated)	0.7%	-14.7	4.1	-0.6%	-2.4%	4.5%	6.8	-2.6	0.7
CCc1cccc(NC(=O)CSc2ncc3c(n2)-c2ccccc2N(Cc2ccccc2C)S3(=O)=O)c1	-2.3%	8.6	11.4	9.8%	-3.5%	-3.1%	-1.2	-3.8	-0.9
Cc1ccc(NC(=O)CN(C)C(=O)C(C)OC(=O)c2ccccc2NCCO)cc1 (configuration not stated)	-1.2%	3.3	1.9	3.3%	-1.9%	2.7%	-5.9	0.9	-3.9
COc1cc(C2NCCC(=O)C2(C)C)cc(OC)c1OC (configuration not stated)	1.4%	0.6	0.9	3.1%	-0.2%	0.7%	1.1	1.6	5.5
N=C(N)SCc1cccc2ccccc12	?	-51.9*	47.6*	0.7%	-8.0%	-5.7%	-13.3	-9.6	13.2
Cc1cc(C)n2nc(SCc3nnc(SCCCCl)o3)nc2n1	-1.1%	7.8	2.2	5.8%	-4.0%	-3.2%	-3.8	-1.5	-2.8
CCCCN(C)CCCNC(=O)CN1C(=O)COc2ccc(S(=O)(=O)N3CCC(C)CC3)cc21	-3.5%	-12.2	0.9	-1.0%	-3.4%	3.5%	nt	-0.5	8.9
CC1CCCCN1Cc1nc2c(c(=O)n(C)c(=O)n2C)n1CCc1ccccc1 (configuration not stated)	-0.3%	-4.9	1.3	3.9%	-2.6%	-12.8%	-7.0	-5.0	4.5
CCc1ccc(C(=O)COC(=O)c2cnc(C)cn2)cc1	0.1%	-32.6*	6.5	-1.7%	-2.6%	-1.4%	-11.1	-8.8	10.0
C[C@H](NC(=O)c1nc[nH]c1C(=O)N1CCc2ccccc2C1)C(=O)OC(C)(C)C	-1.2%	3.0	-0.9	-5.5%	-5.3%	-0.9%	nt	1.2	-6.8
CC1CN(c2ccc(C(F)(F)F)cc2[N+](=O)[O-])CCN1S(C)(=O)=O (configuration not stated)	-2.0%	-7.9	2.0	-0.5%	-6.1%	1.0%	-1.8	-9.2	-6.5
O=C(O)c1ccc(CN2C(=O)c3ccc(Oc4ccc([N+](=O)[O-])cc4)cc3C2=O)cc1	-0.7%	-5.6	2.8	0.6%	-3.7%	-5.6%	13.5	-12.2	-5.5
Clc1ccc(-c2nnc(-c3ccccc3)c(N3CCSCC3)n2)cc1	-1.1%	2.9	2.8	0.9%	-3.8%	-1.6%	-13.1	-4.1	3.4
O=C(CN(c1ccc(F)cc1)S(=O)(=O)c1ccccc1)NC1CCCCCC1	-1.1%	-13.9	2.2	0.4%	-2.4%	-17.6%	5.1	-1.2	4.0
CC(=O)Nc1cccc(NC(=O)C(=O)NCC(c2ccco2)N2CCc3ccccc32)c1 (configuration not stated)	3.7%	-1.2	0.7	0.2%	-5.9%	-2.9%	-4.8	1.5	4.0
COc1ccc(C(=O)NNC(=O)Nc2ccc(C)cc2)cc1	2.8%	4.5	0.7	-0.6%	-3.0%	-9.2%	nt	-2.2	0.5
COC(=O)c1cc2c(cc1[N+](=O)[O-])OCO2	-0.9%	-7.3	1.9	0.5%	4.3%	-1.2%	-2.4	1.9	2.4
CCc1cc(=O)[nH]c(SCc2nc(-c3ccc(C(F)(F)F)cc3)no2)n1	0.8%	3.0	7.2	3.0%	-1.1%	1.2%	-7.0	-0.1	nt
CC(C)CC1C(=O)N(Cc2cn(CCC3OCCCO3)nn2)CCS(=O)(=O)N1Cc1ccc(-c2ccncc2)cc1 (configuration not stated)	-7.3%	nt	nt	nt	2.1%	0.5%	9.0	nt	nt
CC(=O)Nc1ccc(/C=N/NC(=O)c2cc3cc(C)ccc3nc2C)cc1	-0.3%	1.8	3.4	-0.2%	2.6%	-7.1%	-21.0	-0.1	0.5
Cc1cc(C)c(/C=N/NC(=O)c2nnn(-c3nonc3N)c2CN2CCC(C)CC2)c(C)c1	-8.4%	-8.2	-0.7	-1.7%	-0.8%	-8.7%	-36.8	-1.6	0.8
COCc1cc(C)nc(SCC(=O)Nc2ccccc2C)c1C#N	-0.6%	0.7	1.3	14.3%	-4.3%	3.1%	1.1	-5.8	nt
COc1ccc(C(=O)CSc2nnc(CC(=O)Nc3ccccc3OC)n2C)cc1	1.9%	-3.0	-0.9	-0.1%	-1.0%	3.1%	-4.3	-2.1	-3.9
Cc1ccc2nc3c(cc(C(=O)NCC4CCCO4)c(=N)n3CCCOC(C)C)c(=O)n2c1 (configuration not stated)	4.2%	-0.2	1.9	?	-2.5%	-0.2%	8.0	2.6	-8.6
CC(=O)Nc1nc(C)c(Oc2ccc(C)cc2)c(=O)[nH]1	-5.6%	0.4	5.9	0.3%	-1.8%	-1.3%	-22.7	1.7	2.8
CS(=O)(=O)N(CC(=O)NCCc1ccccc1)c1cccc([N+](=O)[O-])c1	-0.3%	4.7	1.4	2.3%	-0.2%	7.2%	-4.1	-4.9	-3.8
CCCCCCCCCCS(=O)(=O)N/N=C/c1ccc(O)cc1	2.5%	7.5	2.9	1.1%	1.4%	-20.6%	-8.5	-3.2	8.8
COc1ccccc1NC(=O)c1oc2ccccc2c1NC(=O)C1CC1	-10.2%	2.8	3.7	1.1%	-8.9%	-4.1%	-15.7	-0.2	-6.2
CCOCc1nnc(NC(=O)c2cc(Cl)ccc2OC)s1	-0.7%	0.6	1.5	-1.2%	-5.8%	0.7%	-3.4	-1.2	23.0
O=C(NCC1CCC(C(=O)O)CC1)c1cccnc1 (configuration not stated)	2.3%	0.3	2.8	0.7%	-5.3%	-14.9%	-5.5	-4.2	0.9
C/C(=N\NC(=O)Cc1ccccc1[N+](=O)[O-])c1cccnc1	-3.0%	-23.2	0.8	-0.2%	-5.5%	-9.9%	-6.7	-11.9	3.5
NC(=S)N/N=C1/CCSc2ccc3ccccc3c21	-2.6%	19.9	5.2	1.3%	-9.4%	?	-22.2	-0.2	-4.9
N#Cc1cc(-c2ccccc2)c[nH]c1=O	2.7%	2.0	4.5	5.8%	-4.5%	-15.3%	-0.2	-2.8	5.7
COc1ccc(CN2C(=O)c3cccnc3C2=O)cc1S(=O)(=O)N(C)c1cccc(C)c1	0.6%	-12.5	0.0	27.1%	-0.8%	-0.6%	14.8	-5.0	11.6

Compounds above with two or more sulfur atoms, in the order listed:
SMILES	Vif-A3G inh	D1 antag	D1 ag	RXFP1 ag	Glioma ERSR ind	Vif-A3F inh	RXFP1 antagonist	D1 potentiator	D2 potentiator
CCc1cccc(NC(=O)CSc2ncc3c(n2)-c2ccccc2N(Cc2ccccc2C)S3(=O)=O)c1	-2.3%	8.6	11.4	9.8%	-3.5%	-3.1%	-1.2	-3.8	-0.9
Cc1cc(C)n2nc(SCc3nnc(SCCCCl)o3)nc2n1	-1.1%	7.8	2.2	5.8%	-4.0%	-3.2%	-3.8	-1.5	-2.8
NC(=S)N/N=C1/CCSc2ccc3ccccc3c21	-2.6%	19.9	5.2	1.3%	-9.4%	?	-22.2	-0.2	-4.9

Later entries:
SMILES	Vif-A3G inh	D1 antag	D1 ag	RXFP1 ag	Glioma ERSR ind	Vif-A3F inh	RXFP1 antagonist	D1 potentiator	D2 potentiator
Cc1ccc(C)c(OCc2cc(C(=O)N3CCN(c4ccccc4C)CC3C)no2)c1 (configuration not stated)	1.5%	2.9	7.9	-3.1%	2.4%	-4.0%	-3.4	0.2	-0.6
C=CCNc1sc(C(=O)C(C)(C)C)c(N)c1C#N	0.4%	25.4	-3.1	1.8%	-1.2%	2.7%	29.6	-2.2	26.9
CCCCN1CN(S(=O)(=O)c2cccs2)c2nc3ccccc3nc21	nt	-4.5	2.1	3.8%	nt	nt	nt	-2.2	nt
COc1ccc(NC(=O)C2CC(=O)N(c3ccccc3Cl)C2)c(OC)c1 (configuration not stated)	-0.7%	-5.1	-0.9	-3.5%	0.3%	8.8%	-0.3	-4.2	17.3
Cc1cccc(Nc2nc(N)nc(CSc3nccc(C)n3)n2)c1	-0.8%	-9.5	1.5	1.4%	0.2%	-4.5%	-10.0	1.4	nt
Cc1ccc(CNC(=O)COC(=O)c2cc3c(s2)CCC(C)C3)cc1 (configuration not stated)	-14.0%	-3.8	7.9	1.5%	-3.2%	-12.7%	0.3	-0.7	6.3
COc1ccc(N2CC(NC(=O)C(c3ccccc3)c3ccccc3)CC2=O)cc1 (configuration not stated)	-10.7%	nt	-4.1	2.1%	-1.6%	-5.4%	-30.3	-2.8	16.2
CN1C(=O)/C(=C/c2ccc(O)c([N+](=O)[O-])c2)NC1=S	-14.7%	7.4	0.3	-2.0%	4.3%	1.8%	-15.7	-4.0	-0.5
COc1ccc(OC)c(NC(=O)CSc2nnnn2C2CCCC2)c1	-0.6%	-7.9	0.8	-1.7%	-2.3%	6.3%	7.7	-0.8	2.9
CCCOc1ccc(CC(=O)NCCc2ccccc2)cc1OC	3.4%	5.6	1.5	-1.7%	-1.8%	-0.9%	-0.5	-1.7	4.8
COc1ccc(OCC(O)CN2CCN(c3ccccc3)CC2)cc1 (configuration not stated)	0.1%	-12.7	7.2	-0.2%	-4.7%	-1.5%	-12.4	-4.5	-22.2
Cc1ccc2occ(CC(=O)N(Cc3ccccc3Cl)C3CCS(=O)(=O)C3)c2c1 (configuration not stated)	-4.2%	5.8	0.3	0.9%	-1.3%	0.5%	-15.5	-2.1	-3.6
COc1ccc(CCn2c3c(c(=O)[nH]c2=O)C(NC(=O)c2cccs2)(C(F)(F)F)C(=O)N3)cc1OC (configuration not stated)	1.9%	-1.8	-0.4	-0.4%	-3.6%	0.9%	10.4	3.0	2.3
c1ccc(Nc2nc(-c3ccncc3)cs2)cc1	-7.3%	4.8	-2.0	-3.2%	?	0.1%	-0.8	-2.1	7.2
O=S(=O)(c1cccs1)N1CCN(c2ccc(F)cc2)CC1	-1.3%	-3.6	3.4	-0.6%	2.2%	8.6%	3.3	-5.6	1.2

Screening data: PubChem BioAssay, National Center for Advancing Translational Sciences (NCATS)
